Assay outcomes from PubChem BioAssay.
SENP8 block: SENP8 (human) protease inhibition. hit rate 0.64% among 360,000. inhibition, % at 20 µM. recombinant SENP8, Nedd8 substrate fluorescence. Q96LD8; in the data active = inhibition mostly above about 40%, no sharp cut-off; inactive = mostly below about 27%
Target sequence (Q96LD8 whole entry, looked up): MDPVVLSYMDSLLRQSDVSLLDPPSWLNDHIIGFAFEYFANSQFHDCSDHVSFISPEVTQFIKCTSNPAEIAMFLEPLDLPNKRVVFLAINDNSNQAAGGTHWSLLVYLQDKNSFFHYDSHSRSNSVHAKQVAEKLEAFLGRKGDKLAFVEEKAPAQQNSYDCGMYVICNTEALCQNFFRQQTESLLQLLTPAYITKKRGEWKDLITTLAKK
SENP1 inh: SENP1 (human) catalytic domain inhibition. Q9P0U3. recombinant SENP1 catalytic domain, CyPet-SUMO1-YPet FRET cleavage. inhibition, % at 10 µM. hit rate 0.21% among 360,000. AID 624204;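 active = inhibition at least 30% at 10 µM, raw YFP signal under a set limit, fluorescence ratio 0.5 to 1.5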;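 note: 0% = enzyme with DMSO and 100% = no enzyme wells; some results filed as inactive read as strong as hits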
Target sequence (Q9P0U3 419-644 limits assumed): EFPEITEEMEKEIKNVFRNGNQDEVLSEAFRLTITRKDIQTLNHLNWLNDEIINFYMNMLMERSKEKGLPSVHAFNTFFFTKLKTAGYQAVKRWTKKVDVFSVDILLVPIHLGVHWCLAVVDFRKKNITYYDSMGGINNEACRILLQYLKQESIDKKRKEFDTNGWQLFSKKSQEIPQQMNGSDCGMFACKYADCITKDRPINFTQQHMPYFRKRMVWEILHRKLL
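Test system: human SENP1 catalytic domain; medium: Tris pH 8 buffer plus EDTA, NaCl, BME, BSA, NP40, catalase; incubation: 50 min reaction at room temperature; technique: FRET, CFP and YFP emission; controls: no-enzyme low control and enzyme-plus-DMSO high control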
* = called active by the depositor. The list is partial; rates above refer to the full screens.

Each structure is followed by: SENP8 block	SENP1 inh
COCC1CCCCN1C(=O)c1cc(COc2ccc(C)c(C)c2)on1 (configuration not stated)
 : 12	0
COCCNc1nc(-c2ccccc2F)c2sc(-c3ccccc3)cc2n1
 : -496	-128
CC1CCCCC1NC(=O)CSc1nnc(C(F)(F)F)n1C (configuration not stated)
 : 14	0
CC(C)C(=O)Nc1cccc(S(=O)(=O)NC2=NCCC2)c1
 : 15	4
CCN1C(=O)[C@H]2[C@@H](c3ccc(C(F)(F)F)cc3)N[C@]3(CCCN(Cc4ccc(OC)cc4)C3=O)[C@H]2C1=O
 : 8	-1
CCOC(=O)C1(C)CCCN1C(=O)c1ccc(F)c(Cl)c1 (configuration not stated)
 : 9	2
Cc1ccccc1C1(O)c2ccccc2-c2ccccc21
 : 15	3
O=C(O)C1=C[C@@H](O)[C@@H](O)[C@H](O)C1
 : -5	0
CC(C)COC(=O)N(C)C[C@@H]1OCc2cn(nn2)CCCC(=O)N([C@@H](C)CO)C[C@H]1C
 : -4	2
Cc1cccc(C)c1NC(=O)CN1CCN(c2ccc(C(F)(F)F)cn2)CC1
 : 10	1
CN1CCN(c2nc3cc(N4CCOCC4)ccc3s2)CC1
 : 26	0
CN(Cc1ccccn1)C(=O)c1cc(COc2ccc(F)cc2Cl)on1
 : 10	0
OC(c1cccc(Cl)c1)c1nc(-c2cc3ccccc3o2)cs1 (configuration not stated)
 : -10	1
CC1(C(=O)NCCc2ccccc2)Cc2c(-c3ccc(C(N)=O)cc3)ccnc2O1 (configuration not stated)
 : 2	2
CCCc1ccc(C(O)c2ncc(-c3ccccc3F)[nH]2)cc1 (configuration not stated)
 : -2	-1
CC(C)Nc1ncnc2c1ncn2[C@H]1CN(Cc2ccc(-c3ccccc3)cc2)C[C@@H](CO)O1
 : 10	1
O=C(CCN1C(=O)CC1c1ccco1)N1CCOCC1 (configuration not stated)
 : -2	-1
CC(C)CNC(=O)c1ccccc1C(=O)NC1(C(=O)NCC(C)C)CCCC1
 : 10	-1
COc1ccc(CCNC(=O)c2cc3cc(Cl)ccc3nc2N)cc1OC
 : -396	-122
O=C(Nc1ccc2c(c1)OCO2)c1cc(C2CCCN(C(=O)CCCc3ccccc3)C2)on1 (configuration not stated)
 : 21	-1
O=C(COC(=O)CSc1ccc(F)cc1)NC1CC1
 : 12	6
CC1C(=O)N(Cc2cn(Cc3ccco3)nn2)CCS(=O)(=O)N1Cc1ccc(-c2ccc(Cl)cc2)cc1 (configuration not stated)
 : -24	2
COc1ccc(-c2nc3c(s2)CN(S(C)(=O)=O)CC3)cc1OC
 : -269	0
CCOCCCn1c(SCC(=O)Nc2oc(C)c3c(C)n[nH]c(=O)c23)nc2ccccc2c1=O
 : -8	1
CC(Oc1ccc(Cl)cc1Cl)C(=O)NC(Cc1ccccc1)C(=O)O (configuration not stated)
 : 5	2
CCCCNC(=O)C1(C)CCC(=O)N1CCc1c[nH]c2ccccc12 (configuration not stated)
 : 12	-1
CCOC(=O)[C@]12CCCC=C1N(Cc1ccc(Cl)cc1Cl)C(=O)[C@H](CC(=O)N1CCCC1)C2
 : 7	2
O=C(Nc1ccccc1)Nc1ncc(C(F)(F)F)cc1Cl
 : 0	1
CCN(CC)C(=O)C1=C(C)N(Cc2ccc(F)cc2)C(=O)C(CC(=O)NCCN2CCOCC2)C1 (configuration not stated)
 : -2	-1
CCCS(=O)(=O)NC(=O)C1(C)CCCN(C(=O)c2ccc(C(F)(F)F)cc2)C1 (configuration not stated)
 : 22	-1
Cn1cc([C@]2(O)C(=O)Nc3ccc(OC(F)(F)F)cc32)c2ccccc21
 : 12	3
C[C@H]1CN([C@@H](C)CO)C(=O)CCCn2cc(nn2)CO[C@@H]1CN(C)C(=O)CCC(F)(F)F
 : 6	2
Cc1ccc2c(c1)N(Cc1ccccc1)C(=O)C(C)O2 (configuration not stated)
 : -1	5
Cc1cc(O)ccc1-c1cc(C(=O)NCc2cc(C(F)(F)F)cc(C(F)(F)F)c2)[nH]n1
 : 11	1
CCC(=O)NC(c1ccc(OC)c(OC)c1)c1cc(Cl)c2cccnc2c1O (configuration not stated)
 : 12	2
CC1(C(=O)NC2CCCCC2)CCC(=O)N1CC(F)(F)F (configuration not stated)
 : 9	1
NC(=O)c1ccc(N2CCCC2)nc1
 : -2	-1
COC(=O)[C@]12CCCCC=C1N(CCC1=CCCCC1)C(=O)[C@H](CC(=O)N1CCOCC1)C2
 : 14	2
CC1=CCC[C@@H]2[C@]3(CC/C(=C/CO)CO)CO[C@@]2(C1)[C@@H](O)C[C@H]3C
 : 19	1
Cc1ccccc1OCC(=O)NC(C)c1ccccc1 (configuration not stated)
 : 20	1
CNC(=O)C[C@H]1C(=O)N(c2ccc(OC)cc2)C[C@@H]1Cc1ccccc1
 : 4	4
CC(=NNc1nc2ccccc2o1)c1cc2ccccc2cn1
 : -50	33
O=C(O)c1ccc(CN2C[C@@H](CO)O[C@@H](n3cnc4c(NCc5ccc(F)cc5)ncnc43)C2)cc1
 : 4	0
COC(=O)[C@@]1(Sc2ccc(C)cc2)CC(=O)N(c2ccc(Cl)cc2)[C@@H]1c1ccccc1
 : 8	0
O=C1NNC(c2ccccc2)=N/C1=C\c1ccccc1Cl
 : 117*	2
CCCC(C)(C)C(=O)N1CCC1(C)C(=O)Nc1ccc2c(c1)OCCO2 (configuration not stated)
 : 4	-1
O=C(O)C1C2CCC1C(O)C2 (configuration not stated)
 : 15	2
CC(C)C[C@H]1CN([C@@H](Cc2ccc(O)cc2)CN2CCC[C@@H]2CN2C(=S)NC[C@@H]2Cc2ccccc2)C(=S)N1CCc1ccccc1
 : 17	1
Cc1noc(C)c1COc1ccccc1C(=O)N1CCN(S(=O)(=O)c2ccccc2Br)CC1
 : 13	-2
O=C(NCCCN1CCCC1=O)c1cc(S(=O)(=O)N2CCN(c3ccccc3)CC2)ccc1Cl
 : 10	1
O=C(O)CCCCCCCCCCC1CCC(O)C1O (configuration not stated)
 : 2	3
COC(=O)C[C@@H]1CC[C@@H](NS(=O)(=O)c2cccc(OC)c2)[C@@H](CO)O1
 : 19	4
COc1cccc(/C=C2\SC(=S)N(CCCC(=O)N3CCOCC3)C2=O)c1
 : 3	4
CN(C)CCNC(=O)c1cccc2c(-c3ccc(F)c(F)c3)coc12
 : 15	2
CC(=O)c1cccc(-c2ccnc3c2CC(C(=O)NCCC(F)(F)F)O3)c1 (configuration not stated)
 : 13	-2
O=C(NCCN1CCOCC1)c1ccc(NC(=O)c2ccc(Br)o2)cc1
 : -8	-1
C=C(C)C(=O)Nc1nnc(-c2ccccc2C)s1
 : 18	0
CC(C)(C)Cc1c(-c2ccc(C#N)cc2)nc2c(Cl)cc(C(F)(F)F)cn12
 : -31	0
CCOc1ccccc1C(=O)NCC(=O)N(C)CC(=O)Nc1ccc(N2CCOCC2)cc1
 : 18	1
COc1ccc(C2=Nc3ccccc3C2(O)CCN2C(=O)c3ccccc3C2=O)cc1 (configuration not stated)
 : -376	-16

Three compounds already listed, sorted by their value in SENP1 inh, rising:
| SMILES | SENP1 inh |
| --- | --- |
| Cc1noc(C)c1COc1ccccc1C(=O)N1CCN(S(=O)(=O)c2ccccc2Br)CC1 | -2 |
| C=C(C)C(=O)Nc1nnc(-c2ccccc2C)s1 | 0 |
| O=C(O)CCCCCCCCCCC1CCC(O)C1O (configuration not stated) | 3 |

(further entries)
Each structure is followed by: SENP8 block	SENP1 inh
CC1(C(=O)Nc2ccc3c(c2)OCO3)CCN1C(=O)Cc1cc(F)ccc1F (configuration not stated)
 : 4	0
CC1(c2ccccc2)NC(=O)N(CC(=O)NCCN2C(=O)S/C(=C\c3cccnc3)C2=O)C1=O (configuration not stated)
 : 15	3
O=C(c1c[nH]c(C(=O)N2CCN(c3ccccc3F)CC2)c1)c1cccc(Cl)c1Cl
 : 4	-1
O=C(Nc1cccc2ccccc12)c1ccc2sc([C@@H]3O[C@H](CO)[C@H](O)[C@H](O)[C@H]3O)nc2c1
 : 20	1
CC(C)(C)C(=O)N1CCC2CC1c1cc(-c3ccc4c(c3)OCO4)ccc12 (configuration not stated)
 : 12	0
O=C(COC(=O)Cc1ccc(Cl)cc1Cl)NCc1ccccc1
 : 3	-1
Cc1ccc(N2CCN(S(=O)(=O)c3c(C)nc4sccn4c3=O)CC2C)cc1 (configuration not stated)
 : 0	0
O=C(CN1CCN(Cc2cccc(C(F)(F)F)c2)CC1)NCC(=O)Nc1ccc(F)c(F)c1F
 : 4	-3
CCCCN1CC(=O)N2[C@@H]3c4cc(Br)ccc4OC[C@@H]3[C@H](C(=O)OCC)[C@]2(C)C1=O
 : -5	4
Cc1ccc([C@@H]2C[C@H]3[C@@H](CN2S(=O)(=O)c2ccc(C)cc2)C(=O)C[C@@H](c2ccc(Cl)cc2)N3S(=O)(=O)c2ccc(C)cc2)cc1
 : 1	1
CCCOc1ccc(/C=C/C(=O)N2CCN(C(=O)c3ccco3)CC2)cc1OC
 : -201	2
Cc1ccc(OCC(=O)O)c(O)c1
 : 14	1
O=C1Cc2cc(S(=O)(=O)N3CCN(c4ccc(O)cc4)CC3)ccc2N1
 : 4	1
COc1cc2oc(=O)cc(CN3CCCCC3)c2cc1Cl
 : -103	0
CC(=O)Nc1cc(-c2ccc(CO)cc2)cn2c(-c3cccc(C(F)(F)F)c3)cnc12
 : -383	-15

(listing goes on)
SMILES	SENP8 block	SENP1 inh
COc1cc2ccc(C(C)=O)cc2cc1OC	-140	1
CCOC(=O)C[C@@H]1OC[C@H](Cc2ccccc2)N1S(=O)(=O)c1ccc(C)cc1	15	-1
CC(C)(C)c1ccc(C(=O)N2CCC2(C)C(=O)NS(=O)(=O)c2ccc(C#N)cc2)cc1 (configuration not stated)	14	2
CC1C(=O)N(Cc2cn(CC3CCCCC3)nn2)CCS(=O)(=O)N1Cc1ccc(-c2ccc(Cl)cc2)cc1 (configuration not stated)	17	-1
CCc1ccccc1Oc1nc2cc(-c3cccc(OC)c3)sc2c(=O)n1C	-37	2
C[C@H]1CN([C@@H](C)CO)C(=O)CCCn2nncc2CO[C@H]1CN(C)S(=O)(=O)c1ccc(F)cc1	12	0
CCCCNC(=O)C1C(c2ccc(C(F)(F)F)cc2)=Nc2ccccc2N1C(=O)c1ccc2nc(C)[nH]c2c1 (configuration not stated)	-271	9
CN(C)c1nc2c(N)ncnc2n1[C@H]1O[C@@H](CO)[C@H](O)[C@@H]1O	13	0
CCOC(=O)[C@]12CCCC=C1N(CCc1ccc(OC)c(OC)c1)C(=O)[C@H](CC(=O)N1CCCC1)C2	34	2
COc1ccc(/C=C2/SC(=S)N(CCC(=O)Nc3cccnc3)C2=O)cc1OC	24	-5
Cc1ccc(-c2ccc(CN3C(C)C(=O)N(Cc4cn(CCC5OCCCO5)nn4)CCS3(=O)=O)cc2)cc1 (configuration not stated)	-2	0
C1CN(CC2COC(CN3CCOCC3)CO2)CCO1 (configuration not stated)	2	1
COc1ccc(CCN2CC(=O)NC(=O)C2)cc1OC	18	5
COc1ccc(NC(=O)c2cccc3c(-c4ccc(OC)cc4C)coc23)cc1	11	1
CCCCCC(=O)N1C[C@H](n2cc(C3CC3)nn2)[C@@H](O)C[C@@H]1c1ccc(C)cc1	0	-1
CC1CCC(CC(=O)O)(C(=O)O)CC1 (configuration not stated)	1	1
CC(C)=C1CCC(C)CC1=NNC(N)=S (configuration not stated)	0	-2
Cc1cccc(C(O)c2cnc(C)n2Cc2ccccc2)c1 (configuration not stated)	14	2
CCC(=O)N1CCc2cc(S(=O)(=O)NC(Cc3ccccc3)C(=O)NC3CCCCC3)ccc21 (configuration not stated)	14	0
CC(=O)c1cccc(-c2ccnc3c2CC(C(=O)NCC2CCOCC2)O3)c1 (configuration not stated)	14	2
Nc1nc(SCc2ccccc2[N+](=O)[O-])c2ncn(Cc3ccccc3)c2n1	3	1
Cn1c2ccccc2c(=O)c2c(=O)n(C3CCCCCC3)c(C3CCCCC3)nc21	15	-1
Cc1nc2cc(Cc3ccccc3)ccc2o1	6	-1
CCCC(=O)Nc1nnc(SCC(=O)Nc2ccc(OCC)cc2)s1	14	1
CC12CCC(C(=O)N(c3nccs3)C1=O)C2(C)C (configuration not stated)	12	3
CC(=O)OC(C)(CCC(C)(OC(C)=O)C(C)=O)C(C)=O (configuration not stated)	15	1
CC(=O)Nc1cc(-c2cccc(C(=O)NCCO)c2)cn2c(-c3cccc(C(F)(F)F)c3)cnc12	-390	-7
O=C(CC(O)c1ccncc1)c1ccccc1O (configuration not stated)	16	3
COc1ccc(C2OC(CCc3ccccc3)Cc3[nH]c(=S)[nH]c(=O)c32)cc1 (configuration not stated)	6	5

Four of the compounds above, with each value named:
> CCOC(=O)C1(C)CCCN1C(=O)c1ccc(F)c(Cl)c1 (configuration not stated)
  SENP8 block: 9; SENP1 inh: 2
> Cc1ccccc1C1(O)c2ccccc2-c2ccccc21
  SENP8 block: 15; SENP1 inh: 3
> O=C(O)C1=C[C@@H](O)[C@@H](O)[C@H](O)C1
  SENP8 block: -5; SENP1 inh: 0
> CC(C)COC(=O)N(C)C[C@@H]1OCc2cn(nn2)CCCC(=O)N([C@@H](C)CO)C[C@H]1C
  SENP8 block: -4; SENP1 inh: 2
